Screening results: PubChem, National Center for Advancing Translational Sciences (NCATS)
SNCA expr inh – SNCA gene expression inhibition; HEK-293 SNCA-luciferase knock-in, luminescence, 24 h; Potency, µM (highest dose often 57.2 µM), inactives show at the highest dose activity change, negative = inhibition, hits mostly inhibitors; 140,000 compounds, 0.17% hits; AID 1671194;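 also: potency is read from the fitted curve at half-maximal effect; plate controls were DMSO cells for no effect and cell-free wells for full effect; nearly all actives have a fitted effect of over 45% in size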
SNCA viab count – counter-screen for SNCA expression inhibitors: cell viability | HEK-293-SNCA-luc viability, GF-AFC fluorescence, 24 h | Potency, µM (doses to about 57.1 µM), without a hit: at the top dose activity change, negative = cytotoxicity, hits mostly cytotoxic | 150,000 compounds, 0.12% hits;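 also: potency is read from the fitted curve at half-maximal effect; 0% = DMSO-treated cells and -100% = medium-only wells without cells; nearly all actives have a fitted effect of over 30% in size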
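Cytotoxicity counterscreen: after 24 h compound treatment of genome-edited SNCA-luciferase HEK-293 cells, live-cell protease substrate GF-AFC read by fluorescence after 30 min; activity scaled between DMSO (0%) and medium-only (-100%), curves Hill-fitted.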
FLuc inh – inhibitors of firefly (Photinus pyralis) luciferase; P08659; purified P. pyralis luciferase, luminescence, biochemical; Potency, µM (titrated, usually from 115 µM), for the others: top-dose activity change, negative = inhibition, actives largely listed as inhibitors; 76,000 compounds, 2.5% hits; AID 1347043; also: potency is read from the fitted curve at half-maximal effect; nearly all actives have a fitted effect of over 65% in size
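FLuc 10nM, D-luciferin 10uM, ATP 10uM, Mg acetate 10mM, Tris acetate pH 7.5, Tween/BSA; cpd qHTS; enzyme added last; CCD luminescence.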
3T3 cytotox – cytotoxic compounds in NIH 3T3 cells | NIH 3T3 viability, CellTiter-Glo ATP luminescence, 48-72 h | Potency, µM (top dose mostly 96.7 µM), inactives show at the top dose activity change, negative = cytotoxicity, hits mostly inhibitors | 94,000 compounds, 4.3% hits; also: potency is read from the fitted curve at half-maximal effect; nearly all actives have a fitted effect of over 55% in size
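First NIH 3T3 cells are plated at 400 cells/well; next compound is pinned in; then plates incubate 48 or 72 hr at 37 °C; finally CellTiter-Glo is added and luminescence read after 10 min.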
HEK293 tox – cytotoxic compounds in HEK 293 cells. HEK 293 viability, ATP luminescence (CellTiter-Glo), 48-72 h. AID 1345083. 94,000 compounds, 6.6% hits. Potency, µM (doses to about 115 µM), for inactives: at the highest dose activity change, negative = cytotoxicity, most hits filed as inhibitors; also: potency is read from the fitted curve at half-maximal effect; nearly all actives have a fitted effect of over 60% in size
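CellTiter-Glo luminescence (cellular ATP) was read after 48 or 72 hr of compound exposure at 37 degree Celsius. Cells were HEK 293 plated at 250 cells/well.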
IP6K1 inhibitor – blocks human inositol hexakisphosphate kinase 1; Q92551; activity change, % (series mostly up to about 58 µM); 140,000 compounds, 0.81% hits; IP6K1 kinase, ADP-Glo luminescence, 2 h; hits give low values; in the data active = activity change below about -25%
Target sequence (Q92551 whole entry, looked up): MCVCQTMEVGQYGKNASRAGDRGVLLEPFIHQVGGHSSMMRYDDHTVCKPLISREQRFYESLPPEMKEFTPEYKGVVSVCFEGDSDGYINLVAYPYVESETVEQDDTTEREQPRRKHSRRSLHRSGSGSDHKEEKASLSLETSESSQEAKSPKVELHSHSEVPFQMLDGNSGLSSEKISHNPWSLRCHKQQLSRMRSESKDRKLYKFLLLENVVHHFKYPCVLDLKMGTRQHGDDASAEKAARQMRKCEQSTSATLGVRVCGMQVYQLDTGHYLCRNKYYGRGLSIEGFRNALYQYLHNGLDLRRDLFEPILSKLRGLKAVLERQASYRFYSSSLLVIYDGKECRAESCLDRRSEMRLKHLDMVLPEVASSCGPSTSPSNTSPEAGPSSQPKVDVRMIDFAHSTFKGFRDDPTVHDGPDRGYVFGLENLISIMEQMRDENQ
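ADP-Glo luminescence measures ADP made by human IP6K1 during a 2 h RT reaction with ATP/IP6 (mix at 1.3 mM/130 uM); top library doses 57.5 and 19.1 uM final.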
GPT2 inhibitor – inhibitors of human GPT2 alanine aminotransferase; Q8TD30; Recombinant GPT2, coupled pyruvate oxidase/HRP Amplex Red fluorescence; Potency, µM (series often up to 57.7 µM), without a hit: top-dose activity change, negative = inhibition, usual class: inhibitors; 100,000 compounds, 0.25% hits; also: potency is read from the fitted curve at half-maximal effect; nearly all actives have a fitted effect of over 60% in size; many of its hits are not listed in these tables
Target sequence (Q8TD30 whole entry, looked up): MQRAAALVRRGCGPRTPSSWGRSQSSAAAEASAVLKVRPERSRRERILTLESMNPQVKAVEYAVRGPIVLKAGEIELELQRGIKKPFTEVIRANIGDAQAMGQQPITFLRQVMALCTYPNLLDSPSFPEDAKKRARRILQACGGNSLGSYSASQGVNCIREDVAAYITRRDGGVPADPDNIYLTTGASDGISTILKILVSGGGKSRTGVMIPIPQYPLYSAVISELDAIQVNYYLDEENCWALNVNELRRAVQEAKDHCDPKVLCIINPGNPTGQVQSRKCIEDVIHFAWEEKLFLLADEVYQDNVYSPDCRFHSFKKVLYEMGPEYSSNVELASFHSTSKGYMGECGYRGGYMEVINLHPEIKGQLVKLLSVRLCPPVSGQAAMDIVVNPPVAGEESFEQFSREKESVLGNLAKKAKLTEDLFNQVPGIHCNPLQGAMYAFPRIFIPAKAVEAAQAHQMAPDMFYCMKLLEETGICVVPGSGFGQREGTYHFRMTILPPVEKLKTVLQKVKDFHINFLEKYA
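Fluorescence read-out: pyruvate from GPT2 turnover coupled to pyruvate oxidase, HRP and Amplex Red (0.2mM ThPP, 0.2U/mL PO and HRP, 50uM Amplex final). Substrates 250uM a-KG, 2mM L-alanine; enzyme 10ng/uL; 30 min RT.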
Active calls of the source: *; i = inactive; u = inconclusive; x = no result given; & = joins results of further samples; ! = repeats disagree; [ ] = another dose, or the depositor's remark. Unless noted, calls follow the shape of the dose curve; as a rule, active = well fitted curve in the direction sought with a large enough effect; inconclusive = small, poorly fitted or top-dose-only effect, or another doubt; inactive = no such curve, though single readings can be large; an effect the other way counts as inactive or inconclusive. Unless noted, % is scaled to controls: 0 for no effect and ±100 for the full control effect.

SMILES	SNCA expr inh	SNCA viab count	FLuc inh	3T3 cytotox	HEK293 tox	IP6K1 inhibitor	GPT2 inhibitor
CC(C)CCN1CCCC2(CC(c3cccc(C(F)(F)F)c3)=NO2)C1 (centres undefined)	-19%	11%	-5%	u	u	2	i
COc1ccc(-n2nc(C(=O)Nc3ccc(Cl)cn3)c3c4ccccc4n(C)c3c2=O)cc1	-13%	-4%	x	x	x	30	x
COc1cc(OC)c(NC(=O)n2ncc3cc(Cl)ccc32)cc1Cl	-3%	0%	x	x	x	30	x
COc1ccc(/C=C/C(=O)Nc2ccc3nc(N4CCC(C)CC4)cc(C)c3c2)cc1	51%[activator]	-7%	x	x	x	9	x
COc1ccc(C(=O)N[C@@H]2C=C[C@@H](c3c(C)nn(-c4ccc(C(F)(F)F)cc4)c3C)C2)cc1	-9%	-5%	5%	u	u	14	-14%
Cc1cc(S(=O)(=O)NCCc2noc(-c3ccccc3)n2)ccc1Cl	-3%	6%	5%	u	u	17	-12%
CCOc1ccc2oc(=O)cc(CN3CCN(Cc4ccc(C)cc4)CC3)c2c1	u	-5%	x	x	x	3	x
CCN(C(=O)CCNC(=O)Cn1cnc2ccccc2c1=O)c1cccc(Cl)c1	8%	-2%	x	x	x	-5	x
Cc1ccc(CNC(=O)C(C)C2CCOCC2)cc1C (centres undefined)	84%[activator]	3%[12.5 µM]	-12%	-19%	-4%	8	i
CCCOC(=O)c1c(-c2ccccc2)c(-c2ccccc2)nn(C)c1=O	-10%	8%	x	x	x	-1	x
COc1ccccc1NC(=O)OCC1CCN(C(=O)OC(C)(C)C)CC1	x	3%	x	x	x	-8	u
OCC1(CCOc2ccccc2)CCNCC1	8%	1%	-4%	-12%	3%	-4	-18%
CNC(=O)c1cn2cc(-c3ccccc3)sc2n1	-21%	-3%	x	u	u	-17	-5%
O=C(Nc1cccc(C(F)(F)F)c1)O[C@@H]1CO[C@H]2[C@@H]1OC[C@@H]2NC(=S)NC1CCCCC1	-6%	-4%	0%	u	u	2	-4%
CCc1ccc(NCc2cc3cc4c(cc3n(CC(=O)Nc3ccccc3OC)c2=O)OCCO4)cc1	73%[activator]	7%	x	x	x	-4	x
COCC(=O)N1CCCN(S(=O)(=O)c2ccccc2)CCC(=O)NCC1	-19%	1%	6%	-2%	0%	1	i
COc1cc(NC(=O)c2ccc(-n3cnc4cccnc43)cc2)cc(OC)c1	-30%	-24%	x	x	x	32	x
Cc1ccc(OCCC2CCN(C(=O)c3ccc(C)nc3)C2)cc1 (centres undefined)	4%	2%	-10%	u	u	11	i
CN(C)C(=O)N(C)Cc1cccc(N2CCN(C(=O)c3c(Cl)cccc3Cl)CC2)c1F	x	x	x	u	u	-9	x
O=C(c1ccc(CS(=O)(=O)c2ccc(Br)cc2)o1)N1CCN(c2ccc(F)cc2)CC1	47%[activator]	7%	x	x	x	31	x
COc1ccc(NC2CCCN(CC(=O)Nc3ccc(C)cn3)C2)cc1 (centres undefined)	-5%	-1%	-6%	-18%	-28%	0	u
CCc1cccc(C)c1NC(=O)CSc1nc2ccccc2nc1Cc1ccccc1	-13%	-6%	x	x	x	-12	x
Cc1cc(C(=O)N2CCCn3ccnc3C2c2cnn(C)c2)n(C)n1 (centres undefined)	-19%	1%	-3%	-22%	-7%	4	i
O=C(COc1ccc(F)cc1)N1C[C@@H](CO)[C@H](c2ccncc2)C1	-1%	0%	-3%	-10%	-5%	4	3%
COc1ccc(CNC(=O)C2CC(=O)N(c3n[nH]c4cccc(F)c34)C2)cc1 (centres undefined)	14%	4%	7%	-3%	-2%	-19	-12%

Later entries:
SMILES	SNCA expr inh	SNCA viab count	FLuc inh	3T3 cytotox	HEK293 tox	IP6K1 inhibitor	GPT2 inhibitor
C#CCCC(=O)N(Cc1cccc(C)c1)Cc1ccccc1OC	-30%	-26%	-19%	u	u	7	1%
C[C@]1(O)CCN(C(=O)c2ccc(N3CCOCC3)cc2)C[C@@H]1O	2%	11%	-6%	i	3%	12	-7%
CCn1cc(S(=O)(=O)N2CCC(c3noc(-c4cnccn4)n3)C2)cn1 (centres undefined)	5%	1%	0%	i	1%	0	i
CC(C)c1noc(C2CCCN(S(=O)(=O)c3cn(C)cn3)CCC(=O)NCC2)n1 (centres undefined)	0%	-3%	4%	-9%	2%	25	i
CCN(CCCNC(=O)c1cc2c(=O)n(CC)c3ccccc3c2s1)Cc1ccccc1	68%[activator]	-15%	x	x	x	-1	x
Cc1ccc(O)c(NC(=O)COCc2cc(-c3ccco3)on2)c1	-18%	1%	x	x	x	4	x
CC(C)CCNC(=O)c1cnc2n1CCN(CCCc1ccccc1)CC2	u	2%[87.6 µM]	1%[172 µM]	u	u	-4	1%[88.5 µM]
O=C(NC1CCCCC1)N1CCCC1c1nnc2n1CCNC2 (centres undefined)	-9%	6%	x	u	i	10	0%
O=c1cc(-c2ccccc2)c2ccc3c(c2o1)CN(Cc1ccccc1)CO3	30%	u	x	x	x	-2	x
CCCc1c(OCCCCc2nn[nH]n2)ccc(C(C)=O)c1O	-43%[25.6 µM]	-3%[23.9 µM]	x	x	x	-13	-2%
COc1ccccc1-c1ccc(CN2CCCCC2C(=O)NCc2cccc(F)c2)cc1 (centres undefined)	x	x	x	u	32µM*!	6&2&10	x
O=C1CC2(CCN(CC3CC3)CC2)Oc2ccccc2N1	4%[87.6 µM]	6%[87.6 µM]	-11%[172 µM]	-15%[138 µM]	-25%[172 µM]	2	i
CN(C)c1nccnc1OC1CCN(C(=O)C2CCOCC2)C1 (centres undefined)	51%[activator]	-12%	-29%	i	9%	43	-10%
O=C1CC(c2ccccc2)N(C(=O)C2CC2)CCCN(C(=O)c2ccsc2)CCN1 (centres undefined)	-2%	-12%	-3%	-8%	2%	14	i
Cc1ccccc1C(=O)N1CCC2(CC1)N=C(c1ccc(Br)cc1)NO2	3%	-18%	6%	u	u	14	i
CC1=C2C[C@@]3(C)C(CCC[C@@H]3C)C(O)C2OC1=O (some centres undefined)	x	3%	x	x	x	6	5%
COc1ccc(N2CCN(C(=O)C3CCCN(C(=O)c4cc5sccc5n4C)C3)CC2)cc1 (centres undefined)	21%	-4%	x	x	x	-1	x
O=C(NCCCN1CCCC1=O)c1ccccc1C1CCNC1 (centres undefined)	9%	-1%	2%	-6%	0%	-1	2%
Cc1ccc(-c2nc(CNC(=O)CC3CNCCO3)[nH]c2-c2ccccn2)cc1 (centres undefined)	-7%	-4%	-9%	i	u	-12	-18%
COCCOCC(=O)N1CC(Oc2ccccc2-c2nc(C3CC3)no2)C1	-9%	2%	4%	i	4%	1	-9%
CC1=C(C(=O)OC(C)C)C(c2ccc(C)cc2)N2C(CC(=O)N3CCCCC3)=CSC2=N1 (centres undefined)	u	-19%	-6%	u	u	-1	i
COc1ccc(CCNC(=O)CCSCc2ccccc2Cl)cc1OC	21%	0%	x	x	x	14	x
CCOc1ccc(-c2nonc2NC(=O)c2oc3cc(C)c(C)cc3c2C)cc1OCC	-5%	5%	x	x	x	-7	x
Cc1cc(NC(=O)CCS(=O)(=O)c2cc3c4c(c2)CCN4C(=O)CC3)ccc1Br	-16%	5%	x	x	x	10	x
O=C(CSc1oc(-c2ccco2)nc1S(=O)(=O)c1ccccc1)c1ccc(Cl)cc1	-12%	-7%	x	x	x	-21	x

Next part, overlapping the part above by 5 compounds.
SMILES	SNCA expr inh	SNCA viab count	FLuc inh	3T3 cytotox	HEK293 tox	IP6K1 inhibitor	GPT2 inhibitor
CC1=C(C(=O)OC(C)C)C(c2ccc(C)cc2)N2C(CC(=O)N3CCCCC3)=CSC2=N1 (centres undefined)	u	-19%	-6%	u	u	-1	i
COc1ccc(CCNC(=O)CCSCc2ccccc2Cl)cc1OC	21%	0%	x	x	x	14	x
CCOc1ccc(-c2nonc2NC(=O)c2oc3cc(C)c(C)cc3c2C)cc1OCC	-5%	5%	x	x	x	-7	x
Cc1cc(NC(=O)CCS(=O)(=O)c2cc3c4c(c2)CCN4C(=O)CC3)ccc1Br	-16%	5%	x	x	x	10	x
O=C(CSc1oc(-c2ccco2)nc1S(=O)(=O)c1ccccc1)c1ccc(Cl)cc1	-12%	-7%	x	x	x	-21	x
O=C1CCN(C(=O)[C@@H]2CCCN2)CCCCCCN1	-17%	5%	-11%	-5%	i	0	i
NC(=O)[C@@H](Cc1ccccc1)NC(=O)[C@@]1(O)C[C@@H](O)[C@H](O)[C@@H](NS(=O)(=O)c2cccc(C(F)(F)F)c2)C1	1%	6%	-9%	-21%	-3%	-4	u
COc1ccc(C2Cn3cnc(C(=O)N4CCC(C(=O)NC5CCC(C)CC5)CC4)c3CO2)cc1 (centres undefined)	-37%	-1%	-11%	i	13%	2	-4%
CCc1cc(NCCS(=O)(=O)CC)n2nccc2n1	-8%	-1%	7%	-5%	-13%	1	2%
CCN(CC)C(=O)c1sc2c(c1C)c(=O)n(-c1ccc(Cl)c(Cl)c1)c(=O)n2Cc1cc(=O)n2ccccc2n1	-10%	-4%	x	x	x	-8	x
CC(C)c1nc2c(c(-c3ccc(O)cc3)n1)CCN(Cc1cccnc1)CC2	-2%	-4%	2%	-27%	1%	27	i
Cc1ccc(CSc2nnc([C@@H](N)C(C)C)o2)cc1	17%	10%	x	x	x	3	x
COc1cccc(CCC(=O)N2C[C@@H](Oc3ccccc3)C[C@@H]2C(=O)N2CCOCC2)c1	4%	-11%	2%	-15%	-9%	29	1%
O=C(NCCc1ccccc1)c1ccc2c(c1)N(Cc1ccc(Cl)cc1)C(=O)c1ccccc1S2(=O)=O	44%[activator]	-13%	x	x	x	4	x
COc1ccc(CCn2c(=O)c3ccccc3n(CC(=O)Nc3cccc(C)c3)c2=O)cc1OC	17%	-5%	x	x	x	17	x
Cc1ccc(-c2nc(CNC(=O)[C@@H]3CCCN3)[nH]c2-c2ccccn2)cc1	-10%	-1%	14%	i	u	4	-1%
CCCc1cc(N2CCC(NCCOC(C)C)CC2)nc(C)n1	-15%	-10%	11%	-4%	-10%	-3	-8%
COc1cccc(-n2c(=O)c3c(C)c(C(=O)N(C)C)sc3n(CC(=O)NCCc3ccc(OC)c(OC)c3)c2=O)c1	4%	-9%	x	x	x	23	x
CN(CCCN1CCOCC1)c1cc(C2CC(N)C2)ncn1 (centres undefined)	2%	-5%	-20%	-12%	-2%	-10	0%
CCOc1ccc(NC(=O)CSc2nc(=O)[nH]c3c2CCC3)cc1	35%[activator]	1%	x	x	x	-7	x
Cc1ccccc1[C@H]1[C@@H](C(=O)NC(CO)CO)C[C@@](C)(C(=O)O)N1C	6%	1%	2%	i	4%	20	1%[11.5 µM]
COCC1CN(C)CC12CCN(S(=O)(=O)Cc1ccc(F)cc1)CC2 (centres undefined)	-24%	-22%	0%	u	u	6	i
